Screens from PubChem BioAssay.
Tb PFK inh = T. brucei PFK enzyme inhibition; O15648; T. brucei PFK, ADP-Glo luminescence; Potency, µM (highest dose often 57.5 µM), for the others: at the highest dose activity, negative = inhibition, usual class: inhibitors; 330,000 compounds, 0.17% hits; AID 485367;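 further: potency means the concentration at half of the fitted maximal effect; 0% = uninhibited 1x PFK enzyme wells and -100% = no-enzyme wells; nearly all actives have a fitted effect of over 60% in size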
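Compounds were pin-transferred as a titration series up to 57 uM into substrate buffer (0.5 mM F6P, 0.1 mM ATP, pH 8.0), then 1.25 nM PFK was added and reactions ran 45 min before ADP-Glo detection.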
p53 reactivator = re-activators of mutant p53 | 320,000 compounds, 0.063% hits | Potency, µM (doses to about 92.2 µM), without a hit: at the highest dose activity change, positive = activation, most hits filed as activators | H1299 p53-A138V BP100-luciferase reporter, luminescence, 24 h; further: potency means the concentration at half of the fitted maximal effect; % of control where 0% means no effect; nearly all actives have a fitted effect of over 45% in size
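H1299 (p53-null), stable ts p53-A138V + BP100-Luc; 1000 cells/well, Opti-MEM/10% FBS; cpd 4 pt, 1:5; 24 h, 37 deg C, 5% CO2; detection reagent 10 min RT; luminescence.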
NPC1 promoter act = NPC1 promoter activation | Huh7 NPC1 promoter luciferase reporter, 24 h | Potency, µM (doses to about 9.22 µM), for the others: top-dose activation, actives largely listed as activators | 320,000 compounds, 2.4% hits | AID 485313;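 further: potency means the concentration at half of the fitted maximal effect; % of control where 0% means no effect; nearly all actives have a fitted effect of over 60% in size; reporter is driven by a mutant NPC1 promoter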
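Luminescence from an NPC1 promoter-driven luciferase reporter in stably transfected Huh7 cells was measured after 24 h compound treatment at 37 °C, followed by 10 min ambient incubation with luciferase detection reagent.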
RORgamma inh = inhibitors of mouse ROR gamma transcriptional activity. P51450. Drosophila S2 Gal4-RORgamma UAS-luciferase reporter, 20 h. Potency, µM (top dose mostly 53.6 µM), for inactives: at the highest dose activity change, negative = inhibition, usual class: inhibitors. 310,000 compounds, 5.4% hits. AID 2551; further: potency means the concentration at half of the fitted maximal effect; on the % scale 0 is the no-effect control and ±100 the full control effect; nearly all actives have a fitted effect of over 60% in size
Target sequence (P51450 whole entry, looked up, the tested form may be a part): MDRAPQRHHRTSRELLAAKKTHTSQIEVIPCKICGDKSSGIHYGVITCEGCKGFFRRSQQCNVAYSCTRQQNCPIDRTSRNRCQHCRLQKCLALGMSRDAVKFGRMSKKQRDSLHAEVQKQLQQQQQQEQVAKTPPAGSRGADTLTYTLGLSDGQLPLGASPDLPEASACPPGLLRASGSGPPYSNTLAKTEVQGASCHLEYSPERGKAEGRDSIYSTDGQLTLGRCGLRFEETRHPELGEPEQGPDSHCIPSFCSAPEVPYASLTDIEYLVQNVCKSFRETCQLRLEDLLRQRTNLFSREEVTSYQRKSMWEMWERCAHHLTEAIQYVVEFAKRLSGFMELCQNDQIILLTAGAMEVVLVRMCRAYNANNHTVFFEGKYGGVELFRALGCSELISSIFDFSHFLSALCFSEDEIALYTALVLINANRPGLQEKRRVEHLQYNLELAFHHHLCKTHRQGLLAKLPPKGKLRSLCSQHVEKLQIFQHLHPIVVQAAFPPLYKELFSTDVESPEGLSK
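Drosophila Schneider cells stably carrying a metallothionein-driven Gal4 DBD–ROR gamma fusion and a UAS-Photinus luciferase reporter were exposed to compound for 1 hr, then induced with copper sulfate (700 uM final) for 20 hr at ambient temperature before luminescence reading.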
ELG1 DNA repair = ELG1-dependent DNA repair inhibition; HEK293T ELG1-luciferase reporter, luminescence, 16 h; DNA damage induced by 5-fluorouridine; Potency, µM (top dose mostly 46.1 µM), for the others: top-dose activity change, negative = inhibition, most hits filed as inhibitors; 330,000 compounds, 2.3% hits; AID 504467; further: potency means the concentration at half of the fitted maximal effect; on the % scale 0 is the no-effect control and ±100 the full control effect; nearly all actives have a fitted effect of over 55% in size
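Step one: seed 2,000 cells per well. Step two: pin-transfer compound or DMSO alongside 5-fluorouridine. Step three: incubate 16 hr, 37 °C, 5% CO2. Step four: add ONE-Glo, wait 30 min, read luminescence.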
VP16 counter = inhibits Gal4-VP16 luciferase reporter, ROR gamma counter-screen | Potency, µM (series often up to 53.6 µM), inactives show top-dose activity, negative = inhibition, actives largely listed as inhibitors | 310,000 compounds, 3.5% hits | AID 2546 | Drosophila S2 Gal4-VP16 UAS-luciferase, luminescence, 20 h;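 further: Gal4-VP16 expression switched on by copper sulfate through the metallothionein promoter; potency means the concentration at half of the fitted maximal effect; on the % scale 0 is the no-effect control and ±100 the full control effect; nearly all actives have a fitted effect of over 50% in size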
Rab9 promoter act = Rab9 promoter activation | Huh7 Rab9 promoter-luciferase reporter, luminescence, 24 h | Potency, µM (top dose mostly 9.22 µM), for inactives: at the highest dose activation, negative = inhibition, usual class: activators | 320,000 compounds, 2.8% hits; further: potency means the concentration at half of the fitted maximal effect; % of control where 0% means no effect; nearly all actives have a fitted effect of over 60% in size
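Cell-based reporter: Huh7 stable for Rab9 promoter-driven luciferase, plated in reduced-serum medium with 10% FBS at 1500 cells/well, compound-treated 24 h at 37 °C, luminescence read after 10 min reagent.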
TRPV1 ag = agonists of human vanilloid receptor 1 (TRPV1); activation, % at 8.33 µM; AID 540275; 320,000 compounds, 0.19% hits; Q8NER1; TRPV1-expressing cells, Fluo-8 calcium influx, agonist mode; in the data active means activation above about 80%; inconclusive means between about 30% and that limit; further: 0% is about no effect
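TRPV1-expressing cells were cultured overnight at 35.5C and loaded with Fluo-8 calcium dye for 40 to 90 min at room temperature. After a 10 s baseline, compound was added and calcium influx was read kinetically for 3 min (ex 480/em 520 nm).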
ELG1 genotoxic = inducers of genotoxicity in HEK293T ELG1-luciferase cells; HEK293T ELG1-luciferase reporter, luminescence, 16 h; Potency, µM (doses to about 46 µM), without a hit: top-dose activity change, positive = activation, hits mostly activators; 330,000 compounds, 1.3% hits; AID 504466; further: potency means the concentration at half of the fitted maximal effect; % of control where 0% means no effect; nearly all actives have a fitted effect of over 60% in size
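After overnight (16 hr) compound treatment at 37 °C, ELG1-luciferase HEK293T cells were lysed with ONE-Glo; luminescence quantified 30 min later at room temperature.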
FLuc counter = inhibits or activates purified firefly luciferase, miR-21 counter-screen; purified FLuc, Km substrates, luminescence inhibition; Potency, µM (series often up to 57.5 µM), for inactives: at the highest dose activity change, negative = inhibition, most hits filed as inhibitors; 360,000 compounds, 6.9% hits; AID 588342;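 further: potency means the concentration at half of the fitted maximal effect; plate controls were vehicle for no effect and reference inhibitor for full effect; nearly all actives have a fitted effect of over 55% in size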
Target sequence (P08659 whole entry, looked up): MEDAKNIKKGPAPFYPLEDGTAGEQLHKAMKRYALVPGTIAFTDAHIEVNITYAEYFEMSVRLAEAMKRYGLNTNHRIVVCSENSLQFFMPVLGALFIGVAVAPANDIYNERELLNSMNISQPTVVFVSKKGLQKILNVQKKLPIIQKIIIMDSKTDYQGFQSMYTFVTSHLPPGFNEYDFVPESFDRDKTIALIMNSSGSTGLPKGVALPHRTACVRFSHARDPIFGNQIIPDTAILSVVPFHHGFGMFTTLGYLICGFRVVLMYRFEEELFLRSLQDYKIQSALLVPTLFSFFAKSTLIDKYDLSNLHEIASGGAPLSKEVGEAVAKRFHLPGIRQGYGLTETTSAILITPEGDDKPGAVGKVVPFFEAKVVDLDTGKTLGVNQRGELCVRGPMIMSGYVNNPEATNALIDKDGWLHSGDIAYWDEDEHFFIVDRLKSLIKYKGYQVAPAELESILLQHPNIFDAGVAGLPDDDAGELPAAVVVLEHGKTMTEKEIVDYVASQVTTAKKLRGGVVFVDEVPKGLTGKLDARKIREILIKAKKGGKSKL
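Purified P. pyralis luciferase, 10 nM final, with Km-level 10 uM D-luciferin and 10 uM ATP in 50 mM Tris acetate pH 7.5, 10 mM Mg acetate, 0.01% Tween-20, 0.05% BSA; 6-point qHTS titration about 60 µM downward; luminescence read.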
BRCA1 expr up = increases BRCA1 expression. 380,000 compounds, 1.1% hits. MCF7-BRCA1-FFLuc reporter, luminescence, 48 h; response scale: scaled: vehicle 0%, 10 µM genistein 100%. Potency, µM (highest dose often 46.1 µM), inactives show at the top dose activation, usual class: activators; further: potency means the concentration at half of the fitted maximal effect; nearly all actives have a fitted effect of over 80% in size; some results filed as inactive show a strong effect at the top dose
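Luminescence from a BRCA1-driven firefly luciferase in MCF7 cells was read after 48 h compound exposure at 37 C. Data normalized against DMSO and a 10microM genistein activation control, then curve-fitted across the titration.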
* hit, by the source's call; ? = inconclusive; . = no result given; & = joins results of further samples; [ ] = another dose, or the depositor's remark. Unless noted, the call rests on the fitted dose curve; in most records, active means well fitted curve in the direction sought with a large enough effect; inconclusive means small, poorly fitted or top-dose-only effect, or another doubt; inactive means no such curve, though single readings can be large; an effect the other way counts as inactive or inconclusive.

SMILES | Tb PFK inh | p53 reactivator | NPC1 promoter act | RORgamma inh | ELG1 DNA repair | VP16 counter | Rab9 promoter act | TRPV1 ag | ELG1 genotoxic | FLuc counter | BRCA1 expr up
COc1ccc(Nc2nc(-c3cccnc3)cs2)c(OC)c1 | 0.7% | 6.3% | 3.55µM* | ? | ? | 20.1% | ? | 2.6 | 0.6% | 21.3µM* | 11.2µM*
N#Cc1ccc(OCC(=O)N2CCN(S(=O)(=O)c3cccc(Cl)c3)CC2)cc1 | -3.7% | -12.3% | -3.2% | . | -8.1% | . | -4.2% | 3.2 | -8.8% | -1.9% | -9.4%
CC1CCN(C(=O)C(=O)c2cn(CC(=O)N3CCCCCC3)c3ccccc23)CC1 | 4.9% | -0.7% | -0.1% | 24.2% | -17.0% | 0.7% | 4.9% | 2.8 | -6.1% | 5.7% | -6.4%
CCOc1ccc(C(=O)C2CCN(C(=O)c3ccccc3C(=O)O)CC2)cc1 | -2.4% | 1.7% | 0.4% | -4.6% | 10.0% | 8.4% | 3.7% | -1.8 | -1.4% | 5.0% | 0.9%
Cc1ccc(NC(=S)N2CCN(C(=O)C3CCCO3)CC2)c(C)c1 (centres undefined) | -2.1% | -0.1% | -4.3% | -24.8% | 0.1% | -5.6% | 12.1% | . | 3.6% | 0.2% | 1.5%
O=C(Cc1ccc(Cl)cc1Cl)NCC1(N2CCOCC2)CCCCC1 | -6.5% | 0.6% | -1.4% | 3.0% | -1.5% | 8.8% | 0.0% | -0.2 | -4.0% | -1.2% | 4.8%
CCOc1ccc(C(=O)Nc2cc(OC)ccc2OC)cc1 | 0.2% | 7.2% | 5.3% | ? | ? | 4.2% | 13.4% | 6.8 | 10.6% | 19µM* | -16.0%
CC(C)CC(=O)NC(C)C(c1cccs1)N1CCOCC1 (centres undefined) | -1.8% | 1.1% | -0.2% | -14.9% | 8.5% | 4.3% | 4.9% | 0.1 | 0.0% | 1.2% | 0.0%
COc1cc(NC(=O)C2CCN(c3cnccn3)CC2)cc(OC)c1 | 5.6% | -2.1% | -0.9% | -3.8% | 4.1% | -3.5% | 3.6% | 24.2 | -1.2% | -3.9%&-1.3% | -23.1%&5.6%
CCOc1ccc2nc(NC(=O)C3CSC4(C)CCC(=O)N34)sc2c1 (centres undefined) | -2.4% | -7.6% | 1.1% | . | 3.0% | . | 19.5% | 5.6 | 1.2% | 21.3µM* | 17.8%
O=C(CN1C(=O)c2ccc([N+](=O)[O-])cc2C1=O)NCc1ccc(C(=O)O)cc1 | 6.0% | . | -3.8% | -25.3%[1.91 µM] | 0.4% | -4.3% | 3.7% | -5.6 | 1.1% | -2.0% | -23.6%
NCCCC[C@H]1CNC(=S)N1CC1CCCCC1 | 5.8% | 4.8% | -4.4% | -7.0% | -22.3% | 3.6% | -2.6% | 0.9 | -5.6% | -0.3% | -14.5%
COc1ccc(-c2csc(Nc3cc(C)ccn3)n2)cc1OC | 1.1% | -23.2% | ? | -29.7% | ? | ? | ? | -0.3 | 4.9% | 10.7µM* | -6.1%
CCN1CCN(C(=O)c2cn(CCOC)c(=O)c3c2c2ccccc2n3C)CC1 | 0.1% | 4.9% | 2.1% | 1.5% | 11.5% | 0.7% | 2.9% | -1.0 | 2.1% | 11.3% | 1.3%
COc1ccc(CN2CCSCC2)c(OC)c1C | 0.3% | . | 0.9% | 23.9% | 3.8% | -0.7% | -1.1% | -0.1 | 1.4% | 8.9% | -9.4%
O=C(Cc1coc2ccc3ccccc3c12)Nc1nnc(C2CC2)s1 | -1.5% | 5.2% | 2.9% | ? | -0.2% | -12.5% | 14.8% | 1.7 | 0.2% | -2.2% | -74.6%
CC(=O)Cc1nsc(NC(=O)c2ccc(-c3ccc(Cl)c(C(F)(F)F)c3)o2)n1 | -2.3% | 0.8% | 6.3% | -8.6% | -8.1% | 0.7% | -0.6% | 2.1 | -1.3% | ? | 3.5%
CCN(CC)S(=O)(=O)c1ccc(C)c(NC(=S)NC2CCCCC2)c1 | -1.7% | -3.7% | 0.4% | 10µM* | ? | ? | -3.6% | 12.2 | -11.7% | 2.9% | 0.0%
COc1ccc2cc(C(=O)Nc3ccc(S(N)(=O)=O)cc3)sc(=O)c2c1OC | 4.3% | 0.8% | 0.1% | 3.3% | 0.4% | -11.2% | -5.1% | 0.6 | -3.0% | -2.0% | -11.4%
CCCCN1C2CCCC1CC(NC(=O)c1cccc(OC)c1)C2 (centres undefined) | -2.5% | . | 0.8% | 28.4%[1.91 µM] | 12.0% | -0.8% | 3.0% | -2.9 | -0.3% | -1.1% | 3.4%
COc1ccccc1C(c1nnnn1C1CCCC1)N1CCN2CCCC2C1 (centres undefined) | -3.2% | -9.7% | 7.6% | -16.0% | -7.9% | 1.5% | 7.9% | 4.1 | 0.5% | 2.9% | -0.4%
CCOCCCNC(=O)C1CCN(S(=O)(=O)N2CCCCC2)CC1 | 2.9% | -11.2% | 1.5% | -11.0% | -2.3% | -3.9% | -2.6% | 5.6 | 3.9% | 3.7% | -5.0%
Cc1ccccc1NC(=O)Cn1nc(C(F)(F)F)cc1C1CC1 | -3.2% | -1.9% | -5.0% | -3.0% | -1.9% | -5.1% | 0.1% | 3.6 | -0.7% | 1.5% | 2.8%
CCOC(=O)c1ccc(NC(=O)N2CCCCCC2)cc1 | 0.1% | 21.3% | 1.12µM* | -14.3% | ? | -14.3% | 1.78µM* | ? | 5.8µM* | 8.49µM* | ?
COc1ccccc1CNS(=O)(=O)c1ccc2c(c1)CC(=O)N2C | 1.6% | -6.9% | -1.0% | 10.3% | 5.1% | -8.6% | 0.3% | 1.8 | -0.4% | 0.3%&0.9% | -17.3%

Additional records.
SMILES | Tb PFK inh | p53 reactivator | NPC1 promoter act | RORgamma inh | ELG1 DNA repair | VP16 counter | Rab9 promoter act | TRPV1 ag | ELG1 genotoxic | FLuc counter | BRCA1 expr up
COc1cc(/C=C(\C#N)c2ccccn2)ccc1OCC(=O)Nc1c(Cl)cccc1Cl | 1.5% | 4.5% | -3.0% | 20.7% | ? | ? | -1.2% | -4.8 | -0.4% | -0.8% | -26.4%
Cc1ccnc(Nc2nc(-c3ccc(O)c(O)c3)cs2)c1 | -4.1% | 15.5% | ? | 11.2µM* | ? | 5.62µM* | -4.4% | ? | 5.8µM* | 6.01µM* | 1.9%
CCOC(=O)C1CCN(C(=O)C(=O)N2CCC(C(=O)OCC)CC2)CC1 | -5.2% | -2.0% | 6.7% | 15.3% | 1.8% | -2.7% | -5.1% | 3.6 | 1.6% | -5.1% | -0.4%
CCn1cc(CN2CCN(Cc3ccsc3)C(CCO)C2)cn1 (centres undefined) | 1.8% | -1.1% | 1.5% | 9.3% | 4.6% | 0.0% | 1.6% | 0.8 | -3.9% | 3.0% | 12.1%
CC1(c2nnc(-c3ccncc3)o2)CC(c2ccc(F)cc2)=NO1 (centres undefined) | -2.7% | -5.9% | -6.7% | -3.7% | ? | 3.1% | -12.0% | 0.1 | -5.5% | -1.5% | -31.9%
Cc1ccc(C(=O)Nc2ncn[nH]2)cc1 | -2.5% | 20.1% | -2.9% | ? | 9.7% | 12.6µM* | 10.7% | -2.6 | 9.0% | ? | 7.4%
O=C(C1CCCN(S(=O)(=O)Cc2ccccc2)C1)N1CCc2ccccc21 (centres undefined) | -3.0% | 0.3% | -0.9% | -8.4% | 25.9µM* | 8.4% | -0.4% | 7.0 | -13.3% | -0.9% | -29.2%
Cc1ccc(N2CC(C(=O)N3CCOCC3)CC2=O)cc1Cl (centres undefined) | -0.4% | ? | -0.3% | 19.1% | 22.5% | 1.2% | 5.5% | ? | -0.7% | -1.0% | 16.1%
CC1(C)CC2(CCO1)N1CC3(C)CN2CC(C)(C1)C3O (centres undefined) | 0.9% | 5.9% | -0.5% | 18.3% | -4.1% | 0.7% | 3.7% | 1.1 | -0.7% | 3.8%[2.3 µM] | -1.7%
COc1ccc(OC)c2sc(N(CCN(C)C)C(=O)c3cc(Cl)sc3Cl)nc12 | 1.7% | 0.7% | -3.1% | -11.5% | 18.9% | -5.9% | -2.9% | 0.3 | 0.3% | -2.9% | 9.0%
CC1(C)CC(=O)C2=C(C1)NC(=O)NC2c1ccc([N+](=O)[O-])cc1 (centres undefined) | -2.8% | -4.4% | -6.2% | -2.8% | 10.5% | 6.2% | -2.1% | -0.2 | -0.1% | 2.7% | -4.2%
